ROC1-CUL1 inh – blocks human RBX1-Cullin-1 di-ubiquitin formation; P62877+Q13616; in vitro K48 di-Ub FRET, acceptor:donor ratio, 45 min; inhibition, % at 10 µM; hit rate 0.6% among 140,000; in the data active = inhibition above about 25%
Target sequence (P62877 whole entry, looked up): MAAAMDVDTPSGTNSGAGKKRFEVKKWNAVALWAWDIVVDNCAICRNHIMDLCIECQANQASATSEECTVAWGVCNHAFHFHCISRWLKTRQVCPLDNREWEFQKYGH
Target sequence (Q13616 whole entry, looked up): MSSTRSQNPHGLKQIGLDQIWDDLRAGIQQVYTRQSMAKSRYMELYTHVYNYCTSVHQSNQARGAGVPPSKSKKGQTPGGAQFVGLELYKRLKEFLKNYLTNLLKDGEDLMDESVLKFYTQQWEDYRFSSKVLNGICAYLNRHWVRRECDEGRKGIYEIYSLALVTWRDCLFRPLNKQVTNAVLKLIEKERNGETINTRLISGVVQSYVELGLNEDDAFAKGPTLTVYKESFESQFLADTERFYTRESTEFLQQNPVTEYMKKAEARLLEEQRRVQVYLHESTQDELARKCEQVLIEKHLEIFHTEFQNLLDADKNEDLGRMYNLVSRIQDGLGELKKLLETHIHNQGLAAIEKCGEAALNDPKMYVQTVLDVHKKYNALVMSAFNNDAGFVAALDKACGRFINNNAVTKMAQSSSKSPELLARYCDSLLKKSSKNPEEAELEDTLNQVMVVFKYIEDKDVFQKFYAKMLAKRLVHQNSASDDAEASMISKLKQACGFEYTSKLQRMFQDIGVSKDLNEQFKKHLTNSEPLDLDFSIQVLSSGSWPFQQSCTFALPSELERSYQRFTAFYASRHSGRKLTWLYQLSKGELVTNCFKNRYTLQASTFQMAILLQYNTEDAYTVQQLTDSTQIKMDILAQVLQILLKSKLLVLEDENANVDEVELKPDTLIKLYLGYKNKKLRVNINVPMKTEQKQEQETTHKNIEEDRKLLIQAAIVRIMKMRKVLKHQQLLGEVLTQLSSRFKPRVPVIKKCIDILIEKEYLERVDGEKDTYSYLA
* = called active by the depositor.

SMILES | ROC1-CUL1 inh
COc1ccccc1NC1C=CC(=O)C1Nc1ccccc1OC (stereo not given) | -12
CCOC(=O)N1CCN(CC(O)COc2ccccc2C(C)(C)C)CC1 (stereo not given) | -4
C=CCNS(=O)(=O)c1ccc(C(=O)N2CCc3ccccc32)cc1 | -7
O=S(=O)(c1ccccc1)N1N=C(c2ccccc2)CC1c1ccco1 (stereo not given) | -8
O=C(/C=C/c1ccco1)N1CCN(CCN2C(=O)c3cccc4cccc(c34)C2=O)CC1 | -1
COc1ccc2sc(N(Cc3cccnc3)C(=O)CCc3ccccc3)nc2c1 | -5
O=C1C(=O)N(CCN2CCCCC2)c2ccccc21 | 6
COc1ccc(C(=O)NC2CC2)c(OC2CCN(C(C)CCn3cccn3)CC2)c1 (stereo not given) | -8
CCC(NC(=O)c1ccncc1)C12CC3CC(CC(C3)C1)C2 (stereo not given) | -1
O=C(CSc1nnc2c3ccccc3n(CCc3ccccc3)c2n1)N1c2ccccc2Sc2ccccc21 | -4
O=C(c1cc(-c2ccccc2Cl)nc2ccccc12)N1N=C(C(F)F)CC1(O)C(F)F (stereo not given) | 5
Cc1cccc(Nc2nc(N)nc(CSc3nnc(N)s3)n2)c1 | -6
Cc1ccc(C(=O)N2CCN(c3ccc(F)cc3)CC2)cc1NC(=O)c1nsc2ccccc12 | 3
CC(C)N1CCC2(CC1)C(C#N)C(=O)NC(=S)C2C#N (stereo not given) | -12
C=CCOc1ccc(S(=O)(=O)c2ccc(OCC=C)cc2)cc1 | 4
O=C(Nc1cccc(-c2nc3ccccc3s2)c1)c1cccc(F)c1 | -10
COCCC(=O)N1CCC(N2CCC(C(=O)NCCc3ccccc3)CC2)CC1 | 3
CCOC(=O)c1sc(NC(=O)/C=C/c2cnn(C)c2)c(C#N)c1C | 5
COc1cccc(NC(=O)Cn2nnc(-c3nc(-c4ccccc4)no3)c2N)c1 | 7
Cc1cc(C)c(SC(=S=O)c2cccs2)c(C)c1 | -2
Cc1ccc(-n2nnnc2-c2cnn(-c3ccccc3Cl)c2C(F)(F)F)cc1 | 6
CN(C)CCNCc1ccc(-c2ccc(F)c(Cl)c2)o1 | -2
Cc1cc(N=C2C(=O)N(c3ccccc3)N(C)C2C)c2ccccc2n1 (stereo not given) | 3
COc1cccc(COc2ccccc2C2Nc3ccc(I)cc3C(=O)N2NC(=O)c2ccc3c(c2)OCO3)c1 (stereo not given) | -5
Cc1cc(C(=O)N2CCCC(CCc3ccc(F)c(F)c3)C2)no1 (stereo not given) | -7
Next part.
SMILES | ROC1-CUL1 inh
O=C(Nc1ccc2nn(-c3ccccc3)nc2c1)c1ccc(-c2cccc(Cl)c2)o1 | -2
Cc1ccccc1NC(=O)c1sc2nc3c(cc2c1N)CCCCCC3 | -2
Nc1nonc1-c1noc(-c2ccc(Cl)c([N+](=O)[O-])c2)n1 | -8
CCC(=O)N1N=C(c2ccc(C)cc2)CC1c1ccccc1 (stereo not given) | -1
CC(Oc1ccccc1)C(=O)Nc1cccc(C(C)O)c1 (stereo not given) | -1
CCOc1cc(/C=C2\C(=O)N(CCC#N)N=C2C)cc(I)c1OC(C)C | 0
CCN1CCN(CC(O)COc2cccc(CNC3CCC(O)CC3)c2)CC1 (stereo not given) | -3
Fc1ccccc1Nc1ncc(CN2CCCC2c2ccccn2)s1 (stereo not given) | 2
CCCN1CCCN(c2ccc(-c3nc(Cc4ccccc4)no3)cn2)CC1 | 8
CCc1cccc(NC(=O)CNS(=O)(=O)c2ccc3nc(C)sc3c2)c1 | 7
O=C(Nc1cccc(-c2nc3ccccc3o2)c1)c1cccc(Br)c1 | -9
C=CC[C@@H]1CC=C[C@@H](C)N1C(=O)CCCn1nnnc1CN1CCC(C)CC1 | -3
COc1ccc(C(=O)C2C(=N)N(c3ccccc3C(F)(F)F)C3=C(C(=O)CC(C)(C)C3)C2c2ccc3c(c2)OCO3)cc1 (stereo not given) | -2
Nc1c(Sc2ccccc2)c(Sc2ccccc2)c(N)c2c1C(=O)c1ccccc1C2=O | 0
CCCCOc1ccc(CNC(=O)c2cnc3sc(N4CCC(C)CC4)nn3c2=O)cc1 | -3
CCc1cccc(C)c1NC(=O)CSc1nc2ccncc2[nH]1 | 4
O=C1c2c(Cl)c(Cl)c(Cl)c(Cl)c2C(=O)C1C(c1ccccc1)c1ccccc1 | 62*
COc1cccc(NC(=O)Cn2c(=O)n(CCCC(=O)NCc3ccc4c(c3)OCO4)c(=O)c3ccccc32)c1 | 6
CCOC(=O)c1cnc2c(ccc3ccccc32)c1NCCOC(=O)C(C)(C)C | -4
OCCOc1ccc(CN2CCCC(N3CCc4ccccc4C3)C2)cc1 (stereo not given) | -5
CCOc1cc(C)ccc1S(=O)(=O)N1CCN(c2ccccc2C)CC1 | -8
CCOCCCNC(=S)Nc1ccc(S(N)(=O)=O)cc1 | 8
COc1ccc(-c2cc(C(F)(F)F)n3nc(C(=O)Nc4sc5c(c4C(=O)OC(C)C)CCCC5)cc3n2)cc1OC | -6
COCc1cc(C)nc(SCC(=O)Nc2ccccc2OC)c1C#N | 7
CCOC(=O)Cn1c(=O)n(-c2ccccc2OC)c2nc(-c3ccccc3F)nc(C(N)=O)c21 | 1

3 entries from above, arranged by the number in ROC1-CUL1 inh, lowest first:
smiles	ROC1-CUL1 inh
COc1ccc(-c2cc(C(F)(F)F)n3nc(C(=O)Nc4sc5c(c4C(=O)OC(C)C)CCCC5)cc3n2)cc1OC	-6
C=CC[C@@H]1CC=C[C@@H](C)N1C(=O)CCCn1nnnc1CN1CCC(C)CC1	-3
CCOCCCNC(=S)Nc1ccc(S(N)(=O)=O)cc1	8

New compounds follow
SMILES | ROC1-CUL1 inh
CCOC(=O)c1cc(C(=O)Nc2ccc(OC)c(OC)c2)nn1C | 2
COC(=O)C1CCc2nc3cc(-c4ccc(OC)cc4)sc3c(=O)n21 (stereo not given) | 5
COCCOc1cnn(-c2cc(Oc3ccc(C)cc3)ncn2)c(=O)c1Cl | 5
CCc1ccc(Oc2c(C(F)(F)F)oc3c(CN4CCC(C)CC4)c(O)ccc3c2=O)cc1 | 7
Cn1c(=O)c2c(nc(SCc3ccc(F)cc3Cl)n2Cc2cccc(Cl)c2)n(C)c1=O | 1
CCn1c(CNC(=O)COc2ccc(C(C)C)cc2)nnc1SCC(=O)NC1CCCCC1C (stereo not given) | 0
Cc1ccccc1-c1cc(C(=O)N/N=C/c2ccsc2)c2ccccc2n1 | 4
Cc1ccc(Nc2cc(C)nc3c(C)c(C)ccc23)c(C)c1 | -1
O=C(Cc1ccccc1)N(Cc1cccnc1)c1nc2c(F)cccc2s1 | 1
COc1ccc(CC2(CCC(=O)N(C)CC(C)C)CCC(=O)N2)c2ccccc12 (stereo not given) | -4
COC(=O)C(CC(=O)c1ccccc1)c1ccccc1 (stereo not given) | -11
COc1cc(C)ccc1OCCSc1nc2ccc(NC(=O)c3ccccc3F)cc2s1 | 7
CSC1=NC(=O)C(C(c2ccc(Cl)cc2)C2C(=O)N=C(SC)NC2=O)C(=O)N1 (stereo not given) | -4
CC(=O)c1c(C)oc2ccc(OC(=O)c3ccc(C)cc3)cc12 | -4
Cc1cccc(OCC(=O)N/N=C/c2ccc(OC(=O)c3ccccc3Cl)cc2)c1C | -6
CCc1ccc(S(=O)(=O)c2nnn3c2nc(N2CCC(C)CC2)c2cc(Cl)ccc23)cc1 | -7
Cc1ccc(Cn2cnc3sc(C(=O)OC(C)C)c(C)c3c2=O)cc1 | 5
Cc1ccccc1N1CCN(C(=O)c2ccccc2Cl)CC1 | -1
COc1ccc(CC2(CCC(=O)N3CCCC(C(=O)CC(C)C)C3)CCC(=O)N2)c2ccccc12 (stereo not given) | 18
O=C1C(C/C=C/c2ccccc2)=NC(=S)N1c1ccc(Cl)cc1 | -7
C=CCN=C(NC#N)SCC(=O)N(CC)CC | 10
CCCN1C(=O)[C@@H]2[C@H](C1=O)[C@H](C(=O)c1ccccc1)N1c3ccccc3C=C[C@@H]21 | 4
NC(=O)NCc1cn(C2CCN(C/C=C/c3ccc(F)cc3)CC2)nn1 | 1
O=C(NC1CC1)C1CCCN(C2CCN(CCCc3ccccc3)CC2)C1 (stereo not given) | 10
COC(=O)CCN1C(=O)C(CCC(=O)OC)(CCC(=O)OC)c2ccccc21 | 3
New compounds follow.
SMILES | ROC1-CUL1 inh
COc1ccc(OC2CCN(C(=O)C3CC3)CC2)c(C(=O)NCCc2ccncc2)c1 | 11
COc1ccc(SC2=C(C)C3=S(S2)N(c2ccc(OC)cc2)N=C3)cc1 (stereo not given) | -1
O=C(O)N1CC(=S)CSC1=O | 10
COc1ccc(N2CCN(C(=O)c3cccc(-n4c(C)nc5cccnc54)c3)CC2)cc1 | -3
COc1ccc(-c2noc(CCC(=O)NCc3ccc(C)cc3)n2)cc1 | 3
CCCCSc1nnc2c(n1)OC(c1cccnc1)N(C(C)=O)c1ccccc1-2 (stereo not given) | -1
N#CC1C(=N)Oc2n[nH]c(-c3ccc(C4CCCCC4)cc3)c2C1C1CC2C=CC1C2 (stereo not given) | 2
COc1ccc(-c2c3c(nc4sc5c(Cl)ncnc5c24)C(=O)c2ccccc2-3)cc1 | -5
Cc1ccnc(NS(=O)(=O)c2ccc(Cl)cc2)n1 | 5
Cc1ccc(C2c3c(n[nH]c3C(F)(F)F)OC(=N)C2C#N)cc1 (stereo not given) | -1
CCc1c(-c2ccccc2)n(CC(O)c2ccccc2)c2nc3c(c(=O)n(C)c(=O)n3C)n12 (stereo not given) | 5
O=C(CCc1ccccc1)Nc1ccc(S(=O)(=O)N2CCCCCC2)cc1 | -1
COC(=O)c1sc2nc(C)c(C)c(C)c2c1N | -3
COc1cc(C(=O)OCCCN(C)C)cc(OC)c1OC | -2
COCCCN1C(=O)CC(CC(=O)N2CCC(c3ccc(F)cc3)C2)(c2ccccc2OC)C1=O (stereo not given) | -3
Clc1ccc(-n2c(SCCN3CCCCC3)nnc2-c2cccs2)cc1 | 18
CCOC(=O)C1(C(F)(F)F)N=C(c2ccc(OC)cc2)OC(N(CC)CC)=N1 (stereo not given) | -1
O=S(=O)(c1cc(Cl)ccc1Cl)n1cccn1 | 1
COc1ccc(CCNC(=O)Cc2c(C)c3c(cc(C)c4c(C)c(C)oc43)oc2=O)cc1OC | 0
Cc1[nH]c2ccccc2c1C(c1c(C)[nH]c2ccccc12)c1c(C)[nH]c2ccccc12 | 3
S=C1C=C(c2ccccc2)Sc2ccccc2N1 | 10
COc1ccc(C2NC(=O)c3sc4nc5c(c(-c6ccccc6)c4c3N2)CCC5)cc1 (stereo not given) | 6
CC(=O)Nc1ccc2nc(SCCOc3ccc(C)cc3)sc2c1 | -6
Cc1ccc2nc(Cl)c3cc(C(=O)NCCCN(C)Cc4ccccc4)sc3c2c1 | 4
O=C(COc1ccc(Br)cc1Br)NNC(=O)C(F)(F)F | 1
(listing goes on)
SMILES | ROC1-CUL1 inh
O=C(c1ncn[nH]1)N1CCC2(CC1)c1ccccc1[C@@H](N1CCCCC1)[C@@H]2O | -7
Cc1cc(Br)ccc1NC(=O)CSc1nnc(C(C)NC(=O)c2ccccc2)n1C (stereo not given) | 2
COCCNC(=O)C1CCN(C(=O)c2ccccc2F)CC1 | 11
COCCC(=O)N(CCc1ccccc1)CC1CCN(C)CC1 | 2
CCc1ccc2c(c1)C(c1ccccc1)CC(=O)O2 (stereo not given) | 8
Cc1cc(Nc2ccc(Br)cc2)c2c(N)c(C)cc(C)c2n1 | 6
CC(NC(=O)c1ccc2c(c1)N(Cc1cccc(F)c1)C(=O)c1ccccc1S2)c1ccccc1 (stereo not given) | 3
Cc1cccn2c(=O)c3cc(C(=O)NCc4cccnc4)c(=N)n(C(C)C)c3nc12 | -4
CCN=C1SC(CC(=O)Nc2sc3c(c2C(=O)OC)CCC(C)C3)C(=O)N1CC (stereo not given) | -3
CCOC(=O)C1(Cc2ccc(F)cc2F)CCCN(S(=O)(=O)c2cccnc2)C1 (stereo not given) | 2
COc1ccccc1-n1c(SCC(=O)c2ccc(Cl)cc2)nc2sc3c(c2c1=O)CCC3 | -4
COc1ccc(-c2csc(NC(=S)NC(=O)CC(C)C)n2)cc1OC | 1
Cc1cc(C)nc(SCC(=O)Nc2ccc(S(=O)(=O)Nc3onc(C)c3C)cc2)n1 | 9
CCNC(=O)c1ccc(C2CCCN2C(=O)C2=CC(=O)CC(C)(C)O2)s1 (stereo not given) | 2
Cc1ccc(C(=O)NC2=NC(c3ccc(C)cc3)CC(=O)N2)cc1 (stereo not given) | -4
O=C(NCCC1=CCCCC1)c1cncc(Br)c1 | 9
O=C1c2ccccc2C(=O)N1CCOC(c1ccc(F)cc1)c1ccc(Cl)cc1 (stereo not given) | 10
CC(C)(C)c1ccc(-c2nnc(-c3ccccc3)n2-c2ccccc2)cc1 | -2
CN1CCN([C@@H]2CCN(C3CCN(c4ccccc4F)CC3)C[C@H]2O)CC1 | 4
COc1cc(CNc2ccc3[nH]c(=O)[nH]c3c2)cc(Br)c1OCc1ccccc1F | 1
S=c1[nH]nc(-c2cnccn2)n1-c1ccc(Cl)cc1 | 3

Ordered by SMILES length (rising): some entries from above.
SMILES | ROC1-CUL1 inh
O=C(NCCC1=CCCCC1)c1cncc(Br)c1 | 9
CCc1ccc2c(c1)C(c1ccccc1)CC(=O)O2 (stereo not given) | 8
COCCNC(=O)C1CCN(C(=O)c2ccccc2F)CC1 | 11
S=c1[nH]nc(-c2cnccn2)n1-c1ccc(Cl)cc1 | 3
Cc1cc(Nc2ccc(Br)cc2)c2c(N)c(C)cc(C)c2n1 | 6
COc1ccc(-c2csc(NC(=S)NC(=O)CC(C)C)n2)cc1OC | 1
Cc1ccc(C(=O)NC2=NC(c3ccc(C)cc3)CC(=O)N2)cc1 (stereo not given) | -4
O=C1c2ccccc2C(=O)N1CCOC(c1ccc(F)cc1)c1ccc(Cl)cc1 (stereo not given) | 10
Cc1cc(Br)ccc1NC(=O)CSc1nnc(C(C)NC(=O)c2ccccc2)n1C (stereo not given) | 2
CN1CCN([C@@H]2CCN(C3CCN(c4ccccc4F)CC3)C[C@H]2O)CC1 | 4
COc1cc(CNc2ccc3[nH]c(=O)[nH]c3c2)cc(Br)c1OCc1ccccc1F | 1
Cc1cccn2c(=O)c3cc(C(=O)NCc4cccnc4)c(=N)n(C(C)C)c3nc12 | -4
COc1ccccc1-n1c(SCC(=O)c2ccc(Cl)cc2)nc2sc3c(c2c1=O)CCC3 | -4
O=C(c1ncn[nH]1)N1CCC2(CC1)c1ccccc1[C@@H](N1CCCCC1)[C@@H]2O | -7
CC(NC(=O)c1ccc2c(c1)N(Cc1cccc(F)c1)C(=O)c1ccccc1S2)c1ccccc1 (stereo not given) | 3

Source: PubChem BioAssay

A portion of the library. The share of hits here may be higher or lower than overall.
